Assay outcomes from PubChem.
12-LOX inh = Primary qHTS assay for inhibitors of human arachidonate 12S-lipoxygenase (ALOX12): Round 2; Polyunsaturated fatty acid lipoxygenase ALOX12 (Homo sapiens), P18054; AID 1671190, 2021; Potency, µM (highest dose often 108 µM), for the others: at the highest dose activity change, negative = inhibition, most hits filed as inhibitors; hit rate 1.1% among 580,000; purified 12hLO, xylenol orange hydroperoxide absorbance; active = well fitted inhibition curve with a large enough effect; inconclusive = small, poorly fitted or top-dose-only effect, or another doubt; inactive = no such curve, though single readings can be large or run the other way
Target sequence (P18054 whole entry, looked up): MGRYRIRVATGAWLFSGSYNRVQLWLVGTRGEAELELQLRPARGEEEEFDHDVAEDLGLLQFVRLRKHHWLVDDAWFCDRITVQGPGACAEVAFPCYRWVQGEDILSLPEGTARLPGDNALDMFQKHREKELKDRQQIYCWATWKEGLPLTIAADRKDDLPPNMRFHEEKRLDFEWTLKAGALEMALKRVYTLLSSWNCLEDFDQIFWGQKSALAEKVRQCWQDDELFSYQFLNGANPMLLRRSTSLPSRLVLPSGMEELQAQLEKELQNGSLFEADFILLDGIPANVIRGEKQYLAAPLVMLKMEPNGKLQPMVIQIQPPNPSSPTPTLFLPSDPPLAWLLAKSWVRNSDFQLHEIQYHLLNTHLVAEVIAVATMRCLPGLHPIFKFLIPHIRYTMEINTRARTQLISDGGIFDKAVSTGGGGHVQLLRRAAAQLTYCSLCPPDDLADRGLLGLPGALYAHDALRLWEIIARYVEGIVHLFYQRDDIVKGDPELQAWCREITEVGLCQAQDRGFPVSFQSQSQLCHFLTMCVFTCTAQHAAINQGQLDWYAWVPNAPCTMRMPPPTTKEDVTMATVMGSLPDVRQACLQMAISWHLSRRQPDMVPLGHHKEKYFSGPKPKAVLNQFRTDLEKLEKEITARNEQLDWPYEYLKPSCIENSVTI
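Purified human 12hLO at 150 nM in 25 mM Hepes, 0.01% Triton X-100, pH 7.0, preincubated 15 min at room temperature with compound. Reaction started with 40 uM arachidonic acid, 30 min at room temperature. Hydroperoxide measured by Fe-xylenol orange, 573/405 nm absorbance ratio.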
* = called active by the depositor; ? = inconclusive; [ ] = another dose, or the depositor's remark. % is scaled to controls: 0 for no effect and ±100 for the full control effect; potency is read from the fitted curve at half-maximal effect. These rows are one share of the data, so the mix of outcomes need not match the whole.

mol	12-LOX inh
O=C(O)c1ccc(C2CCCN(C(=O)CCN3CCOCC3)C2)cc1 (stereo unspecified)	38.1%
CC1CCC2(CC1)NC(=O)N(CC(=O)NCCCc1ccccc1)C2=O (stereo unspecified)	45.1%[activator]
COc1ccccc1-c1cc(C(=O)NCc2cccnc2)c2cnn(C)c2n1	0.5%[6.33 µM]
CNC(=O)N1CCC(C2CCN(C(=O)c3cnn(C)c3)C2)CC1 (stereo unspecified)	18.4%
O=C(c1cccc2[nH]ccc12)N1CCC(c2noc(C3CC3)n2)C1 (stereo unspecified)	43.3%[activator]
COCc1nc2nccc(-c3ccc4c(c3)CC(C)O4)n2n1 (stereo unspecified)	34.6%[activator]
COc1ccc(CNC(=O)Cn2c(N3CCCCC3)nc(C)c(C)c2=O)cc1	5.0%
Cc1cn2nc(C(=O)NCc3cccnc3)cc2c(=O)[nH]1	22.3%
COc1ccc(CCNC(=O)Cn2c(C)cc3nc4n(c(=O)c32)CCCCC4)cc1OC	?
CNC(=O)[C@@H]1CN(C(=O)Cc2c(C)noc2C)C[C@H]1c1nc(COC)no1	12.8%
CC(=O)NC1CCCc2c1[nH]c1ccc(Cl)cc21 (stereo unspecified)	6.8%
O=C(NCc1ccccc1F)c1ccc2c(c1)CNCCO2	37.1%

Continued:
mol	12-LOX inh
COc1ccc(-c2ccc3nc(-c4ccc(F)c(C)c4)oc3c2)c(OC)c1OC	35.6%
CCOc1ccc(C2NC(=O)N(CC3CC3)C3=C2C(=O)OC3)cc1 (stereo unspecified)	27.1%
Cc1ccc(-c2[nH]ncc2CN2C[C@@H](CO)[C@H](NC(=O)C3CC3)C2)cc1	34.5%[activator]
COC1C(=O)N(C2CCN(C(=O)c3cc4ccccc4[nH]3)CC2)C12CCOCC2 (stereo unspecified)	-2.2%
CC(=O)NCCNC(=O)C1CCCN(S(=O)(=O)c2ccccc2)CCC(=O)NCC1 (stereo unspecified)	?
COc1ccccc1-c1[nH]nc2ncc(-c3ccnc(C)c3)nc12	-1.9%[176 µM]
Cn1cc(CN2C[C@H](C(=O)Nc3ccc(F)cc3)C[C@@H]2c2cccc(C(F)(F)F)c2)cn1	5.4%
O=C1[C@H]2CN(Cc3ccc(F)c(F)c3)C[C@H]2C(=O)N1Cc1ccc2c(c1)OCO2	-2.2%
Cc1noc(CC2CCN(C(=O)C(C)Oc3ccc4ccccc4c3)CC2)n1 (stereo unspecified)	23.8%
CCNC(=O)NC1(CCOC)CCN(C(=O)c2ccoc2)CC1	30.1%[activator]
CC(C)NC[C@H]1O[C@@H](CO)[C@@H](O)[C@H]1N1CCN(C)CC1	-16.9%[176 µM]
CC(C)=CCC1(CO)CCCN(C(=O)c2cccn2C2CC2)C1 (stereo unspecified)	1.7%

Continued.
mol	12-LOX inh
Cc1nn(CC(=O)O)c(=O)c2nc(-c3ccccc3)sc12	?
CC(C)c1nc(CCNC(=O)c2ccc(C3CCNC3)cc2)cs1 (stereo unspecified)	?
O=C1Cc2c(-c3ccc(N4CCOCC4)cc3)n[nH]c2CN1CCc1ccncc1	33.2%[activator][176 µM]
C[C@@H]1C=CCCO[C@]12C(=O)N(Cc1ccccc1C(F)(F)F)c1ccccc12	14.4%
O=C1CC2(CCN(C(=O)c3ccccc3)C2)Nc2ccccc2N1 (stereo unspecified)	?
O=C1OCCN1C1CCN(Cc2ccccc2)CC1	5.1%[12.5 µM]
COCC(=O)Nc1ccc([C@@H](O)[C@H]2COCC(=O)N2Cc2ccc(F)cc2)cc1	37.3%[activator][176 µM]
COCc1nc(C2CCCN(C(=O)Nc3cc(C)cc(C)c3)C2)no1 (stereo unspecified)	37.9%
CCn1nc(C)cc1C(=O)N1CCOC[C@H](Oc2ccc(OC)cc2)C1	28.6%[176 µM]
CCn1c(C2CCN(C(=O)c3cc(F)cc(F)c3)CC2)nn(C)c1=O	10.0%
COc1ccc(C2CC(=O)C(c3cccc(OC)c3)=CN2Cc2ccccc2)cc1 (stereo unspecified)	-13.7%
Cc1cccc(NC(=O)N2CCCC(Cc3noc(-c4cnccn4)n3)C2)c1 (stereo unspecified)	34.3%[activator]

Later entries.
mol	12-LOX inh
CC(C)Cc1cn(CC2CCCN(C(=O)c3n[nH]c4c3CCCC4)C2)nn1 (stereo unspecified)	44.6%[activator]
COc1ccc(CC(=O)NCC2CCN(C(=O)C(=O)c3cc4ccccc4o3)CC2)cc1	-6.2%
O=C(Cc1ccccc1)N1CCC2(CC1)CC(N(Cc1ccccc1)C1CC1)CCO2 (stereo unspecified)	17.5%
CC1CCN(S(=O)(=O)N2CCC(C(=O)N3CCCC3c3nc(C4CCOCC4)no3)CC2)CC1 (stereo unspecified)	7.6%
Cn1nccc1-c1ccc2ncn(Cc3ccccc3)c(=O)c2n1	8.1%[176 µM]
COc1ccc(Cl)cc1C(=O)NC1CCCN(c2cc(-c3ccc(F)cc3)[nH]n2)C1 (stereo unspecified)	27.5%
C1CCC2(CCCCO2)OC1	5.7%[176 µM]
COCCN1CCCC2(CCN(C(=O)CN3C(=O)CNC3=O)C2)C1=O (stereo unspecified)	-0.4%
Cc1ccccc1C(=O)N1CC2(Cc3ccccc3C(=O)N2)C1	-0.5%[6.33 µM]
Cc1cccc(-c2cccc3c4c([nH]c23)[C@@H]2C[C@H](N(C)C(=S)Nc3ccc(C#N)cc3)[C@H]([C@H](C)O)CN2CC4)c1	0.0%
CC(C)SCC(=O)N1CCC2(CC1)CC(c1ccccc1)C(=O)N2C (stereo unspecified)	-45.4%
Cc1cc2nc3n(c(=O)c2n1CC(=O)Nc1cc(F)cc(F)c1)CCCC3	?

(next part)
mol	12-LOX inh
CC(C(N)=O)N1CCn2nc(CCC(=O)N3CCOCC3)cc2C1 (stereo unspecified)	122.8%[activator]
Cc1ccsc1CN1CC(Oc2cccc(C(=O)NCC3CC3)c2)C1	10.1%
Oc1ccccc1CN1C[C@H](O)C[C@H]1c1nc(-c2ccc(F)cc2)no1	?
CCOc1ccc(NC(=O)Cn2c(-c3ccc(F)cc3)nc(C)cc2=O)cc1	40.5%[activator]
CNC(=O)[C@@H](CC(C)C)N1CCC[C@H]1C(=O)NCc1ccncc1	1.1%[176 µM]
Cc1nn2c(c1-c1ccccc1[S+](C)(=O)[O-])N(Cc1ccc(C(=O)O)s1)CCC2	31.6µM*
CCc1nncn1C1CCN(S(=O)(=O)c2cccc(C)c2)CC1	32.9%[activator]
CC(C)NC(=O)N(C1CC1)C1CCOC2(CCN(C(=O)NC3CCCCC3)CC2)C1 (stereo unspecified)	13.8%
Cn1ccnc1C(=O)N1CCCN(C(=O)C2CC2)c2ccccc21	28.5%
COCCCN1CC2(CCN(C(=O)Cc3nonc3C)CC2)CC1=O	39.1%[activator]
Fc1ccc(C2Cn3nnc(-c4nc(-c5cccc(Br)c5)no4)c3CO2)cc1 (stereo unspecified)	28.9%
CCOC(=O)N1CCC(c2nnc(CN3CCCCCC3)n2C)CC1	?

(next part)
| SMILES | 12-LOX inh |
| --- | --- |
| CCCCc1ncc(CN2CCC(Oc3ccc(C(=O)NCCOC)cc3Cl)CC2)[nH]1 | 38.0%[activator] |
| COc1ccc(CC(=O)N[C@H]2CCOC[C@H]2C2CCOCC2)c(OC)c1 | 41.9%[activator] |
| COc1ccccc1-c1nc(C2CC(=O)N(C3CCCCC3)C2)no1 (stereo unspecified) | 28.9% |
| CCOc1ccc(NC(=O)N2CCc3c(c4ccccc4n3C)C2)cc1 | 15.0% |
| O=C(NCCCc1ccccc1)c1n[nH]c2c1CN(C(=O)C1CC1)CC2 | 21.7% |
| CC(C)c1ccc(CNC(=O)c2cc3n(n2)CC(c2ccc4c(c2)OCO4)OC3)cc1 (stereo unspecified) | -3.4% |
| CC(C)N1CCN(C(=O)C2N(C(C)C)C(=O)C23CCCC3)CC1 (stereo unspecified) | 51.9%[activator] |
| O=C(CCCn1cncn1)N1CCCC(CCc2ccccc2C(F)(F)F)C1 (stereo unspecified) | 31.1%[activator] |
| CN(Cc1cnn(-c2ccc(F)cc2)c1)c1cc(C2CC(O)C2)ncn1 (stereo unspecified) | 27.2% |
| Cc1nc2c(c(-c3ccc(Cl)cc3)n1)CCN(C(=O)c1ccc(C(F)(F)F)cc1)CC2 | 27.1% |
| O=C(c1ccc2c(c1)OCO2)N1CCN(C2CCNCC2)C(=O)C1 | 0.7%[6.33 µM] |
| CC(C)[C@@H](C(=O)N[C@@H](CCc1ccc(O)cc1)C(=O)O)N(C)C(=O)[C@H](CO)NC(=O)[C@@H](O)[C@H](N)CCCCCCCCl | -3.3% |
| COc1ccc2nc(C[C@@H]3C[C@@H](C(C)C)[C@H](CNC(=O)NC4CCCCC4)C=C3C)[nH]c2c1 | 29.3% |
| O=C(NCc1cccnc1)[C@@H]1C[C@@H](O)CN1C1CCN(C(=O)C2(c3ccccc3)CC2)CC1 | 12.9% |
| O=C1N[C@H](CC(=O)N2CCN(Cc3ccccc3)CC2)C(=O)Nc2ccccc21 | 35.9% |

Other structures:
| SMILES | 12-LOX inh |
| --- | --- |
| CN(C)C[C@@H]1CN(c2ccncn2)C[C@H]1NC(=O)c1cnco1 | -4.0% |
| COc1ccc(-c2cc(N3CCN(C(=O)c4ccc(C)nc4)CC3)n[nH]2)cc1 | -1.7% |
| Cn1nccc1C(=O)N1CCOc2ccc(CN3CCc4ccccc4C3)cc2C1 | 30.5% |
| COc1ccc(-c2nc(-c3ccccc3)nc3c2CN(C(=O)c2ccccc2C)CC3)cc1 | -12.9% |
| O=C(c1ccc(F)cc1)N1CCC2(CC1)CN[S+](=O)([O-])c1ccccc1N2 | 69.3%[activator] |
| O=C(NCc1ccc(-c2ccccc2)cc1)[C@H]1CCC[C@H](O)C1 | 32.2% |
| O=C(NC(CC1=CCCCC1)c1ccc2ccccc2c1)C(F)(F)F (stereo unspecified) | 7.9% |
| CCCC1(C(=O)O)CCCN(C(=O)c2cccnc2OCC)C1 (stereo unspecified) | -21.5% |
| Cc1ccc2c(c1)N1C(=O)OC[C@@H]1CCN(C1CCOCC1)C2 | 51.9%[activator][176 µM] |
| Cc1nn(C)cc1CN(C)C(=O)c1cc2cn(C(C)C)cc2s1 | 3.1% |
| COc1ccc(CN2CCCC23Cc2ccccc2CNC3=O)c(OC)n1 (stereo unspecified) | 9.5%[6.33 µM] |
| O=C(Cc1ccccc1)N1CCC2(CC1)CN(c1ccncn1)CC2CO (stereo unspecified) | 46.0%[activator] |
| COCCOC1CCOC2(CCN(C(=O)c3ccc(C)nc3)CC2)C1 (stereo unspecified) | ? |
| N#Cc1ccc(CN2CCC3(CC(=O)Nc4ccccc4N3)C2)cc1 (stereo unspecified) | 1.4%[6.33 µM] |
| COC(=O)c1ccc2nc(C[C@@H]3C[C@@H](C(C)C)[C@H](CNCc4ccccc4O)C=C3C)[nH]c2c1 | ? |

Reprinted at random: three compounds from above.
| SMILES | 12-LOX inh |
| --- | --- |
| COc1ccccc1-c1cc(C(=O)NCc2cccnc2)c2cnn(C)c2n1 | 0.5%[6.33 µM] |
| Cc1ccccc1C(=O)N1CC2(Cc3ccccc3C(=O)N2)C1 | -0.5%[6.33 µM] |
| CCCC1(C(=O)O)CCCN(C(=O)c2cccnc2OCC)C1 (stereo unspecified) | -21.5% |

(continued)
| SMILES | 12-LOX inh |
| --- | --- |
| Fc1ccc(CN2CCC(Cc3nc(-c4cccnc4)n[nH]3)C2)c(F)c1 (stereo unspecified) | 1.2% |
| COCCC1(CO)CCCN(C(=O)c2ccc3c(c2)OCC(=O)N3)C1 (stereo unspecified) | 15.4% |
| COc1ccccc1CC(=O)NC1CCN(c2cnn(C)c(=O)c2)CC1 | 30.3% |
| Cn1cnnc1CC1CCNCC1 | ? |
| O=C1N2CCCC2CN1C1CCN(Cc2ccc3ccccc3c2)CC1 (stereo unspecified) | 5.5% |
| CCC(=O)N1CCc2nc(N3CCN(Cc4cccnc4)CC3)sc2C1 | 18.2% |
| CC(=O)NC1CCN(C(=O)Cc2c(C)[nH]c3c(C)ccc(C)c23)C1 (stereo unspecified) | 60.5% |
| CC(C)NC(=O)NC[C@H]1O[C@@H](CC(=O)Nc2ccccc2)[C@H](O)[C@@H]1O | 17.3%[176 µM] |
| O=C(c1cccc2nccnc12)N1CCC2(CC1)CC(N1CCCC1)CCO2 (stereo unspecified) | 70.6%[activator] |
| Cc1ccc(S(=O)(=O)N2CCCC(Cn3c(C)nc4cccnc43)C2)cc1Cl (stereo unspecified) | 15.3% |
| CC1(C)[C@H](Cc2cc(CCO)on2)C[C@@H]1NCc1ccccc1F | 9.3%[176 µM] |
| COc1ccc(CNC(=O)NCC2Cn3cccc3C(=O)N2C)cc1 (stereo unspecified) | -4.4% |
| CN(C)C(=O)c1ccc(-c2nnc3ccc(NC(=O)C4CCC4)cn23)cc1 | 46.1%[activator] |
| COc1ccc(-c2ccc(C(=O)NCCCn3ccnc3C(C)C)cn2)cc1 | 46.4%[activator] |
| COc1ccc(S(=O)(=O)N2C[C@@H]3C[C@H](C2)c2ccc(NC(=O)c4cnccn4)c(=O)n2C3)cc1 | 1.6% |
| COc1ccccc1NC(=O)Cn1ccn2nc3c(c2c1=O)CCCC3 | 36.8%[activator] |
| Cn1cc(-c2ccccc2)cc1C(=O)N1CCOCC1 | ? |
| CCc1cccc(-n2nnnc2N2CCC(C(=O)Nc3ccc(C)c(F)c3)CC2)c1 | ? |

Gathered by group: the entries above containing a furan ring, fused or not (2)
| SMILES | 12-LOX inh |
| --- | --- |
| CCNC(=O)NC1(CCOC)CCN(C(=O)c2ccoc2)CC1 | 30.1%[activator] |
| COc1ccc(CC(=O)NCC2CCN(C(=O)C(=O)c3cc4ccccc4o3)CC2)cc1 | -6.2% |

Records listed above marked active in 12-LOX inh:
| SMILES | 12-LOX inh |
| --- | --- |
| Cc1nn2c(c1-c1ccccc1[S+](C)(=O)[O-])N(Cc1ccc(C(=O)O)s1)CCC2 | 31.6µM* |
